UPR CHOP act: apoptotic UPR (CHOP) activation. 0.34% of 330,000 active. activation, % at 10 µM. CHO-CHOP luciferase reporter, luminescence; percent of tunicamycin response over DMSO baseline;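 active means at 10 µM dose, activation of 40% or more, normalized to positive control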;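 further: 100% = tunicamycin at 10 µg/mL and 0% = DMSO alone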
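Material: CHO-CHOP cells, stable luciferase reporter of PERK-eIF2a-CHOP signalling; quantity: 500 reporter cells seeded per well; buffer or medium: F12 medium containing 10% fetal bovine serum; compound: one dose, 10 µM in 0.5% DMSO; incubation: 6 h compound treatment, 37 °C; measured by: Steady-Glo luciferase luminescence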
NLRP3 yeast inh: blocks the NALP3 inflammasome reconstituted in yeast; Yeast reconstituted NLRP3/ASC/caspase-1, beta-gal luminescence, 24 h; inhibition, % at 10 µM; 0.39% of 330,000 active;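 active means inhibition of 50% or more; inactive means inhibition below 50%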;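 further: plate controls were induced DMSO wells for no effect and uninduced yeast grown without galactose for full effect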
tim23-1 inh: growth inhibitors of tim23-1 mutant yeast | S. cerevisiae tim23-1 growth, BacTiter-Glo luminescence, 24 h | inhibition, % at 20 µM | 1.3% of 330,000 active;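 active means growth inhibition of the mutant yeast at or above 50%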;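 further: temperature-sensitive mutant grown at 25 °C; plate controls were DMSO-treated mutant yeast for no effect and medium wells lacking yeast for full effect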
TIM10 inh: inhibits growth of TIM10 yeast strain; S. cerevisiae TIM10 strain growth, BacTiter-Glo luminescence, 24 h; inhibition, % at 10 µM; 1.4% of 330,000 active; AID 463195;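 active means inhibition of 40% or more at the single tested concentration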;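 further: wild-type TIM10 isogenic control strain grown at permissive 25 °C; 0% = DMSO yeast wells and 100% = minimal medium wells without yeast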
Mdm2 MdmX PPI: human Mdm2/MdmX binding inhibition; 3% of 330,000 active; inhibition, % at 8 µM; AID 485346; SaOS-2 split-luciferase Mdm2/MdmX complementation, luminescence;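 active means inhibition of at least 50% at 8 µM in the primary screen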
Target sequence (O15151 whole entry, looked up): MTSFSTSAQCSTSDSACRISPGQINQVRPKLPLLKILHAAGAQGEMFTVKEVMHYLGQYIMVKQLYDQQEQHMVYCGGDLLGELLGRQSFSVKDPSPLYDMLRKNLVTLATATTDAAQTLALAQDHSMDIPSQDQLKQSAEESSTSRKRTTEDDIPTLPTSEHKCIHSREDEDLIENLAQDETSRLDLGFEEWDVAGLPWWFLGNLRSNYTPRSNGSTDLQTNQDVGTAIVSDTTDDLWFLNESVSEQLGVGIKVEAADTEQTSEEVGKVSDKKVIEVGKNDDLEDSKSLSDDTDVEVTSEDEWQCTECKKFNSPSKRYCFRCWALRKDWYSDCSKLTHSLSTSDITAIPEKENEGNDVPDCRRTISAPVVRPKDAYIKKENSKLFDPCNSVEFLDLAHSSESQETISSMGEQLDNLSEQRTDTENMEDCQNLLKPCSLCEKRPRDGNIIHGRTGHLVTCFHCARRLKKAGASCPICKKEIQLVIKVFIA
Target sequence (Q00987 whole entry, looked up): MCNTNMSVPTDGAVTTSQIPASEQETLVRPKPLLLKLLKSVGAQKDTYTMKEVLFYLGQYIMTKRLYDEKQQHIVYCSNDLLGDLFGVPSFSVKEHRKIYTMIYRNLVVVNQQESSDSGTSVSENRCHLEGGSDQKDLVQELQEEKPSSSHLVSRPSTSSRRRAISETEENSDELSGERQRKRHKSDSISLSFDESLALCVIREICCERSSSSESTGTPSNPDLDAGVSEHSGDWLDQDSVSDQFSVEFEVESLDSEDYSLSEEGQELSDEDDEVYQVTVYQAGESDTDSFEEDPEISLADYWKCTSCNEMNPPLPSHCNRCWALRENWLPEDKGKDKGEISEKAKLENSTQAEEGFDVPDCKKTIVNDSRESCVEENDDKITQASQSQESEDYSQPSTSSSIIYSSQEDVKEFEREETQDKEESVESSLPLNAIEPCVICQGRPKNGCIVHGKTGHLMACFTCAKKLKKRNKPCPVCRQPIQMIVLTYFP
APJ agonist: APJ receptor agonism; 0.11% of 330,000 active; P35414; activation, % at 20 µM; CHO-K1 APJ PathHunter beta-arrestin, luminescence; 0% DMSO wells, 100% apelin;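 active means activation more than six SD over the plate average, tested at 20 µM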;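 further: 0% = DMSO alone and 100% = apelin-13 at 10 nM; some results filed as inactive read as strong as hits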
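Assay system – PathHunter CHO-K1 APJ (AGTRL-1) beta-arrestin reporter cells · Compound – one dose, 20 µM compound, 1% DMSO · Timing – compound 90 min 25 °C, reagent 1 h · Measured by – luminescence from split beta-galactosidase complementation, Galacton Star/Emerald II substrate · Measure – beta-arrestin recruitment to APJ as agonist activity, luminescent signal · Benchmarks – DMSO vs Apelin-13 10 nM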
NR3A LBD binder: modulators (binders) of human NR3A ligand-binding domain; Tm shift relative to glycine control, % at 25 µM; NR3A LBD differential scanning fluorimetry, Tm shift; 0% = protein alone, 100% = glycine-bound protein; 2.5% of 340,000 active; AID 1259313;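 active means melting temperature shift of at least 10% of the positive control shift, at one fixed dose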
XBP1 UPR activ: adaptive UPR (XBP1) activation; CHO-XBP1 luciferase reporter, IRE1-XBP1 UPR activation, luminescence; percent of tunicamycin response, DMSO as zero; activation, % at 20 µM; 0.33% of 330,000 active;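 active means versus positive control, 20 µM dose yields 30% or more activation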;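 further: 100% = tunicamycin at 10 µg/mL and 0% = DMSO only wells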
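Material – CHO cell line with stable XBP1 luciferase reporter · Buffer or medium – F12 plus 10% FBS · Compound – single point, 20 µM final compound, 1% DMSO · Schedule – 16-18 h cell attachment at 37 °C, then 6 h compound exposure · Signal – Steady-Glo luminescence read · Benchmarks – high control tunicamycin 10 µg/mL final, low control DMSO vehicle only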
tim10-1 inh: tim10-1 yeast growth inhibition; S. cerevisiae tim10-1 ts strain growth, BacTiter-Glo, 24 h; inhibition, % at 20 µM; 2.2% of 330,000 active; AID 463190;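 active means inhibition of at least 40%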;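 further: mutant grown at 25 °C; 0% = DMSO wells with yeast and 100% = wells holding no yeast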
Active calls of the source: *; nt = not tested or not shown.

SMILES	UPR CHOP act	NLRP3 yeast inh	tim23-1 inh	TIM10 inh	Mdm2 MdmX PPI	APJ agonist	NR3A LBD binder	XBP1 UPR activ	tim10-1 inh
CCN1C(=O)CC(N2CCN(CC(=O)NC(C)C)CC2)C1=O (stereo not drawn)	-0.6	6	-1	-18	13	0	-3	-1	17
CCCCNC(=S)N/N=C/c1ccc(C#N)cc1	-0.2	-10	25	18	-8	1	0	-1	35
COc1ccc(/C=N\NC(=O)c2ccc(Cn3cc(Br)c([N+](=O)[O-])n3)o2)c(OC)c1C	-1.4	12	2	-4	-3	0	0	1	8
CCCCc1nnc(NC(=O)CSc2nc(O)c(Cc3ccccc3)c(=O)[nH]2)s1	-0.5	-5	13	5	-15	-2	0	-1	1
Cc1ccc(CC2SC(N=C(N)N)=NC2=O)cc1 (stereo not drawn)	2.2	0	6	3	16	-4	0	0	2
Cc1cc(C)c2c(c1)cc(C)c1nnc(SCC(=O)Nc3ccccc3N3CCOCC3)n12	2.5	12	33	22	11	-4	-3	-1	16
O=C(OCc1ccc(Cl)cc1)c1ccccc1C(=O)c1ccccc1	1.4	12	6	-11	-5	-6	-2	0	15
CCCCN1C(=O)/C(=C2/Sc3ccccc3N2C)S/C1=N\c1ncn[nH]1	4.5	17	26	12	25	-2	-23	23	-22
CCOc1ccccc1Oc1coc2cc(OC(=O)c3ccco3)ccc2c1=O	1.1	13	32	25	-11	-5	-3	0	15
CC(C)CC1NC(=O)c2ccc(Cl)cc2-n2c1nc1ccc(F)cc1c2=O (stereo not drawn)	2.0	2	11	-2	13	-1	nt	-2	6
O=C(/C(C=Nc1cccc(C(F)(F)F)c1)=C(/O)c1ccco1)C(F)(F)F	5.0	-7	27	16	5	-3	-2	1	18
CCCn1c(SCC(=O)Nc2ccccc2C(=O)NC2CC2)n[nH]c1=O	-0.1	-1	-4	8	2	-3	-1	-1	-13
C[C@H]1C(=O)N(C)CCN1C(=O)c1ccccc1OC1CCN(S(C)(=O)=O)CC1	2.5	0	-1	-4	-11	-2	1	-2	-12
C/C(=N\NC(=O)c1ccc(CN2CCOCC2)cc1)c1ccc([N+](=O)[O-])cc1	1.5	15	1	16	-14	-2	1	1	10
O=C(NCc1ccco1)c1cc([N+](=O)[O-])cc([N+](=O)[O-])c1	0.0	2	32	30	3	5	1	-2	27
CC(C)Cc1csc(NC(=O)c2ccccc2Cl)c1C(=O)O	-1.0	-15	10	6	29	3	12*	-3	12
Oc1ccc(-c2cc(-c3ccc(O)cc3)nc(-c3ccccc3)n2)cc1	1.4	4	61*	67*	83*	2	29*	5	31
COCCCN(C(=O)c1ccco1)c1nc(-c2cc(OC)ccc2OC)cs1	-3.2	-4	8	5	3	-3	6	6	27
Cc1ccc(SCCN2CCN(C)CC2)cc1	3.4	25	-16	-9	10	1	-2	-3	-3
COC(=O)c1cn(C(=O)c2ccccc2)c2ccccc12	-0.9	19	46	12	-25	-10	-5	1	29
O=C(Cc1cccs1)Nc1nnc(COc2ccccc2)s1	0.6	13	-2	-11	-2	1	-1	1	2
CCC1CCCCN1CCCNC(=O)c1ccc2nc(N3CCC(C)CC3)sc2c1 (stereo not drawn)	1.7	-6	-3	2	30	-2	-1	-3	1
CSC1=NCCN1C(=O)Cc1cccc2ccccc12	-1.5	2	15	4	-13	0	-4	-1	17
CCC1CCCCN1C(=O)COc1cc(=O)n(C)c2ccccc12 (stereo not drawn)	-0.2	11	14	9	12	-2	-1	-1	4
Cc1cc(NC(=O)CSc2nc3ccccc3[nH]2)no1	-3.6	11	-2	-16	-9	-1	1	0	-1

Three entries from above, sorted by the value under NLRP3 yeast inh, largest number first.
structure | NLRP3 yeast inh | TIM10 inh | Mdm2 MdmX PPI | APJ agonist | NR3A LBD binder | XBP1 UPR activ
O=C(Cc1cccs1)Nc1nnc(COc2ccccc2)s1 | 13 | -11 | -2 | 1 | -1 | 1
COc1ccc(/C=N\NC(=O)c2ccc(Cn3cc(Br)c([N+](=O)[O-])n3)o2)c(OC)c1C | 12 | -4 | -3 | 0 | 0 | 1
COCCCN(C(=O)c1ccco1)c1nc(-c2cc(OC)ccc2OC)cs1 | -4 | 5 | 3 | -3 | 6 | 6

The listing picks up with the 2 entries that preceded the break.
SMILES	UPR CHOP act	NLRP3 yeast inh	tim23-1 inh	TIM10 inh	Mdm2 MdmX PPI	APJ agonist	NR3A LBD binder	XBP1 UPR activ	tim10-1 inh
CCC1CCCCN1C(=O)COc1cc(=O)n(C)c2ccccc12 (stereo not drawn)	-0.2	11	14	9	12	-2	-1	-1	4
Cc1cc(NC(=O)CSc2nc3ccccc3[nH]2)no1	-3.6	11	-2	-16	-9	-1	1	0	-1
Cc1ccc(SCC(=O)Nc2cccc(-c3nnc(-c4ccco4)o3)c2)cc1	2.0	31	-16	19	-35	-3	1	-5	4
COc1cc(/C=N/N2C(C)CCCC2C)cc(Br)c1O (stereo not drawn)	1.3	13	36	-1	-12	-2	-2	-2	11
O=C(Nc1cccnc1)c1ccccc1F	0.6	20	3	0	-3	-3	-1	0	17
CSC1=NC2C(N1)N(C)C(=O)N2C (stereo not drawn)	-0.2	9	-6	-7	5	-5	-2	-1	-24
Cc1ccc(C2C(C#N)=C(N)N(c3ncn[nH]3)C3=C2C(=O)CC(C)(C)C3)cc1 (stereo not drawn)	-3.4	9	4	1	-23	-3	0	-3	-1
COc1ccc(OC)c(S(=O)(=O)Oc2ccc(N)c3ccccc23)c1	4.9	-6	44	29	9	9	-2	8	38
COC(=O)c1cc(NC(=O)c2cc(C(C)(C)C)nn2Cc2cccc(C)c2)ccc1N1CCOCC1	5.6	2	15	-5	49	-1	0	0	17
O=C(NC1CC2CCCC(C1)N2Cc1ccccc1)C1CCCCC1 (stereo not drawn)	-2.2	23	-6	8	-17	-3	3	6	0
Cc1cc(C)n2nc(SC(C)C(=O)N3CCOCC3)nc2n1 (stereo not drawn)	0.3	13	16	5	7	8	0	-2	6
CC(=O)Oc1ccc(C2OC(=O)c3ccccc3N2C(C)=O)cc1 (stereo not drawn)	2.8	-6	15	4	-6	-2	2	0	16
COc1ccccc1-c1c(C(F)(F)F)oc2c(CN(C)C)c(O)ccc2c1=O	0.5	17	0	12	11	0	2	-1	7
CC(C)(C)c1cc(C(=O)NCCCn2ccnc2)cc(C(C)(C)C)c1	-2.2	12	18	-6	13	-1	5	0	20
COc1cccc(C(=O)OCC(=O)NC(C)CCc2ccccc2)c1O (stereo not drawn)	-1.0	14	28	-4	-12	-3	-2	-3	13
CCOCCCNC(=O)c1cc(-c2cccnc2)nc2ccc(S(=O)(=O)N3CCC(C)CC3)cc12	1.6	1	3	-8	13	0	-1	-3	0
CC(=O)Nc1cccc(C(=O)OCc2ccc([N+](=O)[O-])cc2)c1	-0.3	27	29	25	8	-2	-2	-2	37
O=C(CCCOc1ccccc1)NNC(=O)c1ccc(Cl)cc1	0.0	16	14	5	12	-1	0	6	1
CCn1ccnc1CN(C)Cc1cn[nH]c1-c1ccc(F)cc1F	-2.1	11	6	-3	28	-1	-2	-4	-4
CN(C)S(=O)(=O)c1ccc(C(=O)Nc2nnc(SCC(=O)NCC3CCCO3)s2)cc1 (stereo not drawn)	2.5	10	8	8	38	-5	-2	-2	9
O=C(N/N=C\C=C\c1ccc2c(c1)OCO2)C1COc2cc3ccccc3cc2O1 (stereo not drawn)	-1.0	9	28	18	33	-1	-8	0	23
CCOC(=O)N1CCN(C(=O)c2cc(-n3cnnc3)ccc2Cl)CC1	-4.2	15	9	-13	6	-2	1	-2	20
CCCN(C(=O)c1cccc(-n2cccc2)c1)c1c(N)n(Cc2ccccc2)c(=O)[nH]c1=O	0.0	10	17	-4	12	2	-1	-3	9
O=C(COC(=O)c1cncc(Br)c1)NCc1ccco1	-2.6	-12	-7	-3	11	-1	4	0	-4
COC(=O)c1ccsc1NS(=O)(=O)c1ccccc1	1.2	-16	35	30	18	9	1	-2	37
CCOc1ccccc1C(=O)NCC(=O)OCCCOC(=O)CNC(=O)c1ccccc1OCC	0.9	19	26	15	-12	-2	5	-4	16
CCOC(=O)C1(Cc2ccccc2)CCN(Cc2cccc3c2OCO3)CC1	2.5	18	2	-1	20	-1	0	0	4
Later entries:
SMILES	UPR CHOP act	NLRP3 yeast inh	tim23-1 inh	TIM10 inh	Mdm2 MdmX PPI	APJ agonist	NR3A LBD binder	XBP1 UPR activ	tim10-1 inh
CN(CC(=O)Nc1ccc(S(N)(=O)=O)cc1)C1CCCCC1	0.6	-14	-11	-9	20	0	-2	-2	-1
CC[C@@]1(O)C(=O)OCc2c1cc1n(c2=O)Cc2cc3c(CN(C)C)c(O)ccc3nc2-1	-2.8	4	-8	-7	88*	-1	-1	-9	-6
CN(C)/C=C/C(=O)c1cnc(-c2cccc(Cl)c2)s1	5.7	34	-6	19	-42	-3	-3	3	-7
CC1CCC2(CC1)NC(=O)N(CC(=O)Nc1ccc3c(c1)OCCO3)C2=O (stereo not drawn)	2.4	4	9	-3	-21	-2	-1	3	11
CSc1nnc(C(C)(C)C)c(=O)n1/N=C/c1c(O)ccc2ccccc12	1.7	6	26	18	8	-3	-3	-2	11
O=C(N/N=C/c1ccncc1)c1cccs1	2.0	16	-1	-7	12	-4	-1	-3	7
O=C1CCC(C(=O)Nc2cccc(S(=O)(=O)N3CCOCC3)c2)N1 (stereo not drawn)	0.2	-1	8	-5	-8	1	0	-2	5
COc1cccc(C(=O)CSc2nnc(CNc3nc(-c4ccccc4)cs3)n2C)c1	2.3	13	18	2	-3	0	0	-1	26
S=c1[nH]c2cc(Cl)c3cccnc3c2o1	1.6	-2	11	0	12	6	-1	-2	23
C=CCN=c1scc(-c2ccc(F)cc2)n1/N=C/c1ccccn1	4.9	-7	27	35	-6	-2	-1	12	41*
COc1ccc(S(=O)(=O)N2CCCC2CNC(=O)C(=O)NCc2ccccc2)cc1 (stereo not drawn)	-0.4	6	13	8	14	-3	0	-5	22
CCCCc1ccc(NC(=O)CSc2nc(=O)n3cc(C)ccc3n2)cc1	-0.1	4	12	12	22	-3	-4	4	13
CCCCN(C(=O)CSc1nnc2ccccn12)c1c(N)n(Cc2ccccc2)c(=O)[nH]c1=O	-0.7	12	9	11	4	-2	-3	1	14
CCCCOC(=O)Cn1c(=O)c2c(nc(Br)n2Cc2ccccc2)n(C)c1=O	-1.5	20	16	7	1	-5	1	-1	16
COCCN(C(=O)CSc1n[nH]c(-c2ccccc2)n1)c1c(N)n(Cc2ccccc2)c(=O)[nH]c1=O	-0.4	6	7	17	-9	0	-2	-2	0
Cc1cc(NC(=O)c2ccc(NC(=O)C3CCCO3)cc2)ccc1Br (stereo not drawn)	6.9	13	24	14	-26	7	11*	-6	23
CC(C)CCn1c(=O)c2ccccc2n2c(CN3CCOCC3)nnc12	2.1	2	-4	-24	-14	-3	-1	-1	-20
O=C(c1cc(Cl)ccc1Cl)N1CCN(c2ccccn2)CC1	-0.3	8	6	-1	11	1	-1	-1	15
CC(C)Cc1nnc(NC(=O)c2ccc3c(c2)NC(=O)C(C)S3)s1 (stereo not drawn)	1.5	-12	-11	-8	23	-2	-2	-1	-16
COc1ccccc1N(CC(=O)NC(C)C)S(=O)(=O)c1cccs1	1.0	10	18	29	-5	-2	-4	-1	14
